# Bioassay records (PubChem)
# hIAP activ: human IAP activation. activation factor at 10 µM. hit rate 0.16% among 330,000. AID 2524. purified human IAP, CDP-Star luminescence, 30 min; active compounds read high; 1 = vehicle-only enzyme, 0 = enzyme-free background;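 active = activation factor of the enzyme at least 2-fold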; note: the source names both 10 and 20 µM as test concentration; values of inactives mirror those of a sister screen read the other way
# Target sequence (P09923 whole entry, looked up): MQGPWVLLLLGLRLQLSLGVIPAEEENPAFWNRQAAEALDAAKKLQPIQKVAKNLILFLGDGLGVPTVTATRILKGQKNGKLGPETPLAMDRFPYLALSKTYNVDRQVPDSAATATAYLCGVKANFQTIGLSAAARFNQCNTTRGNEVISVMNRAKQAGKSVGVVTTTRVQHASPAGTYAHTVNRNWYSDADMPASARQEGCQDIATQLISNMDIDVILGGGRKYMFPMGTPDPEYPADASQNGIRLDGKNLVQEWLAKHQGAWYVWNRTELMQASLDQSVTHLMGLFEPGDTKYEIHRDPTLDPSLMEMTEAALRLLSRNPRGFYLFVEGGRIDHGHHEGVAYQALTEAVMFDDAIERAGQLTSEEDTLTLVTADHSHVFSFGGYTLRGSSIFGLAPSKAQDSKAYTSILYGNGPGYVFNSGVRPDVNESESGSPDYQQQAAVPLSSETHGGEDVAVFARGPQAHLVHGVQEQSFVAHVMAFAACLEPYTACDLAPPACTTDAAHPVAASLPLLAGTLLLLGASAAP
# PfGluPho inh: PfG6PD (Plasmodium falciparum) enzyme inhibition | PfGluPho enzyme, NADPH resazurin-diaphorase fluorescence | inhibition, % at 20 µM | hit rate 0.78% among 350,000 | AID 504690;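 active = inhibition reaching at least a set limit at 20 µM in the primary screen, cut at about 59% in these data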;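 note: 0% = DMSO wells with substrate and 100% = DMSO wells lacking glucose-6-phosphate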
# hIAP inh: blocks human intestinal alkaline phosphatase; inhibition, % at 10 µM; hit rate 0.12% among 330,000; P09923; purified IAP, CDP-Star luminescence, 30 min;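 active = inhibition reaching a set limit with compound at 10 µM in the primary screen, cut at about 35% in these data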;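 note: plate controls were DMSO wells with enzyme for no effect and no-enzyme buffer wells for full effect; values of inactives mirror those of a sister screen read the other way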
# ATG4B inhibitor: ATG4B (human) cysteine protease inhibition; Q9Y4P1; ATG4B cleavage of LC3-PLA2, NBD-HPC fluorescence, 1 h; inhibition, % at 8.33 µM; hit rate 0.51% among 340,000; AID 504462; in the data active = inhibition above about 40%
# Target sequence (Q9Y4P1 whole entry, looked up): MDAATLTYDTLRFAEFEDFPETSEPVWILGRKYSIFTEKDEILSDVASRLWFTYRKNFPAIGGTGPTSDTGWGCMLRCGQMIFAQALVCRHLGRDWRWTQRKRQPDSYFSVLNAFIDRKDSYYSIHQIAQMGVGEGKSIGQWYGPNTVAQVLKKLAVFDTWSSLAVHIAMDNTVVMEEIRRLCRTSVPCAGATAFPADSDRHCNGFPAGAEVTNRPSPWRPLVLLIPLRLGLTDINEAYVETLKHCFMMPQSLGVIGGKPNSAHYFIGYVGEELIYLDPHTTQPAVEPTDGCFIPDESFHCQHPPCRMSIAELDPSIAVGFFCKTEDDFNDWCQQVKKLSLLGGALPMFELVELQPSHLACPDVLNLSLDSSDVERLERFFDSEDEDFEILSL
# HKDC1 inhibitor: HKDC1 (human) hexokinase inhibition; recombinant HKDC1, G6PDH/diaphorase resazurin coupled fluorescence; inhibition, % at 20 µM; hit rate 0.16% among 340,000; AID 493160;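 active = inhibition above about 35% when tested at 20 µM, limit read from the data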;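 note: plate controls were DMSO wells with enzyme for no effect and DMSO wells lacking enzyme for full effect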
#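 Assay system: recombinant HKDC1 hexokinase; detection: coupled resazurin fluorescence, excitation 525 nm, emission 613 nm; benchmarks: DMSO-plus-enzyme-mix negative control, buffer-substituted positive control; compound dosing: single 20 µM dose; schedule: 90 min at room temperature in dark; also added: glucose plus 1 mM ATP as hexokinase substrates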
# APOBEC3A inh: human APOBEC3A DNA deaminase inhibition. recombinant A3A, FAM/TAMRA ssDNA deamination fluorescence. inhibition, % at 20 µM. hit rate 0.41% among 330,000;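 active = at least 40% inhibition at 20 µM here, with at most 30% in a related deaminase screen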;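 note: plate controls were A3A with DMSO for no effect and wells lacking A3A enzyme for full effect; some results filed as inactive read as strong as hits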
# mIAP act: increases mouse intestinal alkaline phosphatase activity | muIAP, CDP-Star luminescence, 30 min; active compounds read high; 1 = vehicle-only enzyme signal, 0 = enzyme-free wells | activation factor at 10 µM | hit rate 0.24% among 330,000;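 active = activation factor of at least 2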; note: the source names both 10 and 20 µM as test concentration; values of inactives mirror those of a sister screen read the other way
#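 System: mouse IAP enzyme. Reagent: CDP-Star chemiluminescent phosphatase substrate. Benchmarks: DMSO wells, no-enzyme wells. Times: 30 min enzyme-substrate-compound incubation at room temperature. Detection: luminescence from enzymatic CDP-Star hydrolysis. Doses: test compounds delivered from DMSO solution.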
# mIAP inh: blocks mouse intestinal alkaline phosphatase; purified mouse IAP, CDP-Star luminescence, 30 min; inhibition, % at 10 µM; hit rate 0.2% among 330,000;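 active = inhibition of at least 40% at 10 µM in the primary screen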;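 note: plate controls were DMSO with enzyme for no effect and no enzyme wells for full effect; values of inactives mirror those of a sister screen read the other way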
# Starred values were filed as active, the others as inactive; x = not tested or not shown.
hIAP activ	PfGluPho inh	hIAP inh	ATG4B inhibitor	HKDC1 inhibitor	APOBEC3A inh	mIAP act	mIAP inh	SMILES
1.06	2.0	-5.8	1.7	-5.0	-0.4	1.11	-10.7	O=C(O)C(CCCCN1C(=O)C2C3C=CC(C3)C2C1=O)N1C(=O)C2C3C=CC(C3)C2C1=O (stereo not given)
1.09	4.1	-9.6	-9.1	-7.0	2.3	1.04	-4.5	Cc1ccc2nc(-c3ccc(N4C(=N)SC5CS(=O)(=O)CC54)cc3)sc2c1 (stereo not given)
0.873	3.4	12.7	1.9	-3.5	-1.7	1.02	-1.7	CCc1cc2c(=O)c(-c3nc(C)cs3)c(CCCC(=O)O)oc2cc1O
0.999	10.5	0.1	-10.4	-1.9	-2.4	0.973	2.7	O=C(CC1OCC2CCCN2C1=O)Nc1ccc([N+](=O)[O-])cc1 (stereo not given)
1.23	-5.0	-23.0	0.2	-4.8	2.0	0.874	12.6	Cc1c(N2C(=O)c3cccc4cccc(c34)C2=O)cnn1C
1.01	5.4	-0.8	6.5	-6.0	-3.8	0.954	4.6	COCCNC(=O)c1cccc(OC2CCN(Cc3ccccc3OCCO)CC2)c1
0.914	-8.1	8.6	-2.1	-3.4	-6.5	1.03	-2.7	COC(=O)c1ccc(N=NN2CCCCC2)cc1
1.02	-2.4	-2.2	5.4	-10.1	-2.4	1.07	-7.1	O=C(COC(=O)c1ccco1)NC1CCCCC1
0.805	46.3	19.5	-9.0	5.8	-6.6	0.895	10.5	O=[N+]([O-])c1ccc2nc(NCCCO)nc(-c3ccccc3)c2c1
0.779	-17.8	22.1	-3.8	-2.1	-2.9	1.01	-1.1	COc1cccc(N2CC(O)Cn3c2nc2c3c(=O)[nH]c(=O)n2C)c1 (stereo not given)
0.923	5.9	7.7	-11.4	9.1	-3.1	0.897	10.3	CC(=O)Oc1ccc(Cn2cnc3cc4ccccc4cc32)cc1
1.08	-10.3	-7.7	-5.5	-6.0	0.2	0.99	1.0	CN1CCCN(c2ncnc3scc(-c4ccc(F)cc4)c23)CC1
0.876	-13.7	12.4	1.8	-4.8	-3.3	0.951	4.9	COc1ccc(/C=N\NC(=O)c2c(C)nc3ccc(Br)cn23)cc1
1.2	-0.5	-19.8	-2.6	-0.5	-4.9	1.04	-3.7	CCN(CC(=O)NCc1cccs1)C(=O)c1ccc(S(=O)(=O)N(CC)c2ccccc2)cc1
1.26	1.1	-26.4	-4.9	-4.6	4.2	1.08	-8.4	COCC1CCCN(Cc2cn[nH]c2-c2cc3ccccc3o2)C1 (stereo not given)
0.899	-6.7	10.1	-2.0	-3.9	0.8	1.07	-6.9	COc1ccc(-c2nc(NC(=O)CSCCO)sc2C)cc1
0.904	14.9	9.6	-11.9	3.6	-3.5	1.07	-7.1	CCC(=O)N1CCN(c2ccc(NC(=O)c3ccc4c(c3)OCO4)cc2)CC1
1.06	7.6	-6.2	6.2	10.6	3.8	1.03	-2.7	COC(=O)C(C)NC(=O)c1ccc(C(C)(C)C)cc1 (stereo not given)
1.08	33.8	-7.7	-6.1	11.3	-5.1	0.936	6.4	O=C(N/N=C1/CC2CCC1C2)c1cc2ccccc2cc1O (stereo not given)
1.02	-17.0	-1.9	1.1	-2.5	-10.5	0.961	3.9	O=C(O)COc1ccccc1/C=N/NC(=O)Cc1ccccc1
1.1	37.0	-9.9	11.7	-2.2	-1.7	1.06	-5.9	Cc1ccc(-c2nc3ccc(Cl)cc3n2OC(C)C(=O)O)cc1 (stereo not given)
1.04	-1.8	-4.3	-9.7	-4.3	-0.7	0.991	0.9	CCCc1cc(=O)[nH]c(SCC(=O)N(CCOC)c2c(N)n(Cc3ccccc3)c(=O)[nH]c2=O)n1
0.899	10.6	10.1	-29.9	1.0	-1.3	1.07	-7.5	O=C(Nc1ccc(NC(=O)N2CCN(c3ccccc3O)CC2)cc1)N1CCN(c2ccccc2O)CC1
1.3	45.6	-30.4	-15.9	2.2	2.8	0.926	7.4	CCC(Sc1nc2ccncc2[nH]1)C(=O)Nc1ccc(C)c(Cl)c1 (stereo not given)
1.14	-35.6	-14.3	2.4	-1.4	-3.9	1.24	-23.9	COc1ccc(N(C)S(=O)(=O)c2cccc(C(=O)Nc3nnc(C)s3)c2)cc1
0.986	-24.8	1.4	-0.3	-1.3	3.1	1.13	-12.9	COC(=O)Nc1ccc(SCC(=O)c2ccccc2)cc1
1.18	-4.6	-17.5	-3.9	2.5	-5.5	1.07	-7.5	CCOC(=O)c1c(C)[nH]c(C)c1S(=O)(=O)N(C)CC(=O)NCc1cccc(Br)c1
0.827	8.2	17.3	-3.9	5.2	-2.8	0.997	0.3	CCc1ccc(CCC(=O)Nc2nccs2)o1
1.2	-8.5	-19.7	-3.1	6.0	-1.5	1.1	-9.8	Cc1ccnc2c1NC(=O)c1cccnc1N2C1CC1
1.14	-9.4	-13.5	-4.8	-8.5	-1.1	1.09	-8.8	CC(OC(=O)c1cccnc1)C(=O)NCc1ccc2c(c1)OCO2 (stereo not given)
1.24	23.5	-23.8	x	6.8	0.0	3.12*	-211.5	C[C@H](CO)N1C[C@H](C)[C@@H](CN(C)C(=O)Nc2ccc(C(F)(F)F)cc2)Oc2ccc(NC(=O)NC3CCCCC3)cc2C1=O
0.986	-1.6	1.4	1.1	-8.8	1.4	0.93	7.0	CCOC(=O)c1cnc2nc(N3CCOCC3)nn2c1N
1.01	-16.8	-0.6	0.3	12.8	1.6	1.05	-4.8	O=C(c1ccccc1)c1ccccn1
0.974	-11.6	2.6	-5.9	-6.1	-0.9	0.905	9.5	CCOC(=O)c1sc(NC(=O)/C=C/c2ccc(F)cc2)nc1C
1.03	-8.7	-2.8	-1.6	-3.6	-1.1	1.09	-8.6	CCS(=O)(=O)N1CCC(C(=O)Oc2ccc(C)c(C)c2)CC1
0.875	-28.0	12.5	-15.6	14.5	-1.8	0.954	4.6	Cc1nc2cc(C(=O)OCC(=O)Nc3ccc(C#N)cc3)ccc2n1-c1ccccc1
0.895	3.5	10.5	-6.0	-2.4	-5.8	0.854	14.6	Cn1cccc1CC(=O)NNC(=O)Nc1ccccc1F
1.02	-7.7	-2.1	4.5	-6.4	1.6	1.07	-7.1	Cc1ccc(S(=O)(=O)N(C)C)cc1NC(=O)C(C)OC(=O)/C=C/c1cccs1 (stereo not given)
0.936	8.9	6.4	-3.2	14.2	-0.1	0.952	4.8	Cc1cc(C(=O)NCC(=O)OCC(=O)N2CCCCCC2)ccc1[N+](=O)[O-]
1.09	-24.6	-8.6	1.8	-5.7	-2.9	1.04	-4.4	Cc1ccc(NC(=O)CCC(=O)NNS(=O)(=O)c2ccccc2)c(C)c1
0.972	-7.3	2.8	0.9	-4.2	-0.2	1.02	-1.7	CCCCC1CC(CSC(=N)N)OC1=O (stereo not given)
1.05	60.3*	-5.4	1.3	11.3	1.6	0.965	3.5	Cc1ccc(-c2cc(-c3ccc(C)o3)nc(N)c2C#N)cc1
0.917	-3.5	8.3	-10.9	-0.9	-1.1	0.901	9.9	C#CC(C)(CC)NC(=O)c1cc2cccc(CC=C)c2oc1=O (stereo not given)
1.06	1.4	-6.5	4.0	-4.0	-4.6	1.01	-1.3	CC1CC(=O)Nc2ccccc2N1S(=O)(=O)c1ccc(C#N)cc1 (stereo not given)
0.976	12.7	2.4	-0.9	-4.4	8.3	0.93	7.0	COc1ccc(-n2c(SCC(=O)/C(C#N)=C(\C)N)nc3ccccc3c2=O)cc1OC
1.11	-11.9	-11.3	6.0	1.2	3.9	1.06	-6.1	Cc1ccc(C(=O)NCC(=O)OCc2c(F)cccc2Cl)cc1
0.949	8.6	5.0	-1.1	1.6	-0.6	0.942	5.8	CCc1ccc2nc(SCC(=O)N(CC)CC)c(C#N)cc2c1
1.61	31.2	-60.9	-11.1	-17.7	-0.8	0.943	5.7	CCNC(=O)C(=O)N/N=C/c1cc([N+](=O)[O-])ccc1O
0.88	80.3*	12.0	22.0	1.8	7.7	0.834	16.6	Cc1cc(C(=O)O)ccc1-n1c(C)cc(C=C2C(=O)c3ccccc3C2=O)c1C
0.938	0.3	6.2	-5.6	-7.4	-2.2	1.01	-1.0	CC(=O)N1CCN(CC(=O)Nc2ccccc2C(=O)NCc2ccc(C)cc2)CC1

# (more compounds)
hIAP activ	PfGluPho inh	hIAP inh	ATG4B inhibitor	HKDC1 inhibitor	APOBEC3A inh	mIAP act	mIAP inh	SMILES
1.08	5.5	-8.4	0.9	2.8	2.0	0.981	1.9	CCN(c1ccccc1)S(=O)(=O)c1ccc(C(=O)Nc2ccccn2)cc1
0.991	21.6	0.9	4.2	2.5	3.7	0.89	11.0	CC1CCCCN1CCn1c(=S)[nH]c2cc3c(cc2c1=O)OCO3 (stereo not given)
0.953	-13.3	4.7	-3.8	-12.3	5.1	0.96	4.0	CN(C(=O)CN(c1ccccc1)S(=O)(=O)c1ccc(F)cc1)C1CCS(=O)(=O)C1 (stereo not given)
0.892	16.7	10.8	1.6	-13.2	-1.0	1.04	-3.7	COc1ccc(OCC(=O)N/N=C(\C)c2ccc(-n3ccnc3)cc2)cc1
1.24	2.1	-23.6	-2.9	-2.1	-4.0	0.936	6.4	CC1(C)CC(=O)c2cnc(NCc3ccco3)nc2C1
0.934	-4.5	6.6	-6.3	-3.1	4.0	1.08	-8.2	CCN1CCN(Cc2ccc(NC(=O)Nc3ccccc3OC)cc2)CC1
1.06	-4.2	-5.9	4.2	-5.8	-2.5	1.06	-6.5	CN(C)Cc1ccccc1C(O)(c1ccccc1)c1ccccc1
0.945	19.1	5.5	0.0	13.7	-3.8	0.884	11.6	CC1(C)Cc2c(c(N3CCCC3)nc3sc4c(N5CCN(CCO)CC5)ncnc4c23)CO1
0.941	15.4	5.9	-9.2	-1.5	0.4	1.08	-7.7	CC(C)COP(=O)(OCC(C)C)C(O)c1ccc(N(C)C)cc1 (stereo not given)

# Full records from above.
# Entry for CC1(C)Cc2c(c(N3CCCC3)nc3sc4c(N5CCN(CCO)CC5)ncnc4c23)CO1 → hIAP activ: 0.945; PfGluPho inh: 19.1; hIAP inh: 5.5; ATG4B inhibitor: 0.0; HKDC1 inhibitor: 13.7; APOBEC3A inh: -3.8; mIAP act: 0.884; mIAP inh: 11.6
# Entry for CN(C)Cc1ccccc1C(O)(c1ccccc1)c1ccccc1 → hIAP activ: 1.06; PfGluPho inh: -4.2; hIAP inh: -5.9; ATG4B inhibitor: 4.2; HKDC1 inhibitor: -5.8; APOBEC3A inh: -2.5; mIAP act: 1.06; mIAP inh: -6.5

# In another format: entries from further up.
mol: CCN(c1ccccc1)S(=O)(=O)c1ccc(C(=O)Nc2ccccn2)cc1
  hIAP activ: 1.08; PfGluPho inh: 5.5; hIAP inh: -8.4; ATG4B inhibitor: 0.9; HKDC1 inhibitor: 2.8; APOBEC3A inh: 2.0; mIAP act: 0.981; mIAP inh: 1.9
mol: CC1CCCCN1CCn1c(=S)[nH]c2cc3c(cc2c1=O)OCO3 (stereo not given)
  hIAP activ: 0.991; PfGluPho inh: 21.6; hIAP inh: 0.9; ATG4B inhibitor: 4.2; HKDC1 inhibitor: 2.5; APOBEC3A inh: 3.7; mIAP act: 0.89; mIAP inh: 11.0
mol: CN(C(=O)CN(c1ccccc1)S(=O)(=O)c1ccc(F)cc1)C1CCS(=O)(=O)C1 (stereo not given)
  hIAP activ: 0.953; PfGluPho inh: -13.3; hIAP inh: 4.7; ATG4B inhibitor: -3.8; HKDC1 inhibitor: -12.3; APOBEC3A inh: 5.1; mIAP act: 0.96; mIAP inh: 4.0
